From PubChem BioAssay
RAD54 inh – inhibitors of human RAD54 branch migration, primary screen, biochemical, fluorescence, single point; DNA repair and recombination protein RAD54-like (Homo sapiens), Q92698; RAD54 Holliday junction branch migration, FAM/BHQ fluorescence; inhibition, % at 10.4 µM; hit rate 0.14% among 360,000; AID 602329, 2012;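 active means mean normalized replicate activity at least 40 and at least half of replicates scoring 40 or more; inconclusive means only one of the two criteria met; inactive means mean below 40 and under half of replicates reaching 40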;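 further: 0% = median of neutral control wells and 100% = median of positive control wells; inhibitors cause a drop in the FAM fluorescence signal; in these data hits start at about 50%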
PGC1a acetyl inh – inhibitors of PGC1a acetylation signal, primary screen, cell-based, U2OS, AlphaScreen, inhibitor mode; AlphaScreen anti-acetyl-lysine; with virally co-expressed GCN5 acetyltransferase; inhibition, % at 15.6 µM; hit rate 0.17% among 350,000; AID 651687, 2012;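 active means every replicate shows inhibition of at least 40%; inconclusive means mean inhibition at least 40% but some replicate below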;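 further: 0% = neutral control wells and 100% = positive control wells; some results beyond the cut were filed as inactive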
RAD52 anneal inh – RAD52 DNA annealing inhibitors, primary screen, biochemical, FRET, single point, set 2; DNA repair protein RAD52 homolog (Homo sapiens), P43351; recombinant RAD52 DNA annealing, FRET fluorescence; inhibition, % at 18.7 µM; hit rate 0.46% among 360,000; AID 651710, 2012;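 active means every replicate showing at least 50% inhibition; inconclusive means mean inhibition at least 50% but not in every replicate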
Target sequence (P43351 whole entry, looked up): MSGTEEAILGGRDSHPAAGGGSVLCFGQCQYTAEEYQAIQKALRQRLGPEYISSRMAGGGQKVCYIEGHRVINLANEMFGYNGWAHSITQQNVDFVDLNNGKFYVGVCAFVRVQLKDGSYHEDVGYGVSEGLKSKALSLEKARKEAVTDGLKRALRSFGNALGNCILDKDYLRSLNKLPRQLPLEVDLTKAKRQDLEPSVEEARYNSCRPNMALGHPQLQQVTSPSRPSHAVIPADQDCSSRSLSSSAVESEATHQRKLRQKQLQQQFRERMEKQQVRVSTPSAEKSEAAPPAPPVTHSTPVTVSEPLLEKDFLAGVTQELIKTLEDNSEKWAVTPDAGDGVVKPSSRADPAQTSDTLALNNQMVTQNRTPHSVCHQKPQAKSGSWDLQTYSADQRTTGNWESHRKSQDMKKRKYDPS
ERAP1 inh – human ERAP1 aminopeptidase inhibitors, primary screen, biochemical, single point, plate reader. Endoplasmic reticulum aminopeptidase 1 (Homo sapiens), Q9NZ08. AID 652197, 2013. inhibition, % at 10.7 µM. hit rate 0.15% among 340,000. recombinant ERAP1, Leu-AMC fluorescence, 60 min;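 active means mean replicate inhibition of at least 30%, or all replicates individually reaching that 30% level; inactive means mean below 30% and not every replicate reaching it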;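 further: 0% = neutral control wells and 100% = L-leucinethiol positive control wells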
PglD DTNB – C. jejuni PglD acetyltransferase inhibitors, primary screen, biochemical, DTNB colorimetric, single point; purified PglD enzyme, DTNB colorimetric CoA detection; hit rate 0.098% among 360,000; inhibition, % at 12.5 µM; AID 602405, 2012; UDP-N-acetylbacillosamine N-acetyltransferase PglD (Campylobacter jejuni); in the data active means inhibition above about 16%, passing the limit was not always enough; inconclusive means no clear call, values can overlap the other calls; further: strong numbers were not always called active
Cneo AK release – Cryptococcus neoformans cell lysis inducers, primary screen, AK release luminescence, single concentration. C. neoformans lysis, adenylate kinase release luminescence, 4 h; normalised: neutral wells 0, clomiphene wells 100. lysis activity, % at 15 µM. hit rate 0.2% among 360,000;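 active means mean lysis activity across replicates of at least 80%, whatever share of replicates individually reach that level; inactive means mean lysis activity below 80%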
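Signal: Adenylate kinase release luminescence | Assay system: Log-phase Cryptococcus neoformans yeast cells | Input: Cells at 5 × 10^6 per mL | Buffer or medium: Fresh YPD growth medium | Compound: Single dose | Schedule: Static 4 h at 37 °C with compound, 1 h detection | Controls: Clomiphene | Read-out: Luminescence rise reflecting yeast cell lysis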
miR-122 sensor – miR-122 Renilla sensor signal increase in Huh7, primary screen, miR-122 inhibitor project, cell-based, single point, plate reader; Huh7 miR-122 Renilla luciferase sensor, 48 h; neutral wells = 0, positive control = 100; activation (reporter increase), % at 12.5 µM; hit rate 0.3% among 340,000; AID 602342, 2012;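 active means mean replicate activation score at least 90 and every replicate individually at or above 90; inconclusive means only one of the two criteria met; inactive means neither criterion met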;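 further: higher luciferase means less miR-122 activity so hits act as miR-122 inhibitors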
E-selectin induc – E-selectin induction in HUVECs, primary screen, imaging, HUVEC, immunofluorescence imaging, single point; P16581; normalized: neutral wells 0, TNF-alpha wells 100; activation, % at 7.58 µM; hit rate 0.37% among 260,000;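 active means mean E-selectin-positive cell signal at least 10% of the positive control, reached in at least 60% of replicates, without over 20% cell loss; inconclusive means no rule given, readout overlaps actives, possibly toxicity-flagged; inactive means the rest, including those meeting only one limit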;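 further: in these data hits start at about 27%; measured in HUVEC primary endothelial cells; signal is the percent of cells scored E-selectin positive by PE staining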
Target sequence (P16581 whole entry, looked up): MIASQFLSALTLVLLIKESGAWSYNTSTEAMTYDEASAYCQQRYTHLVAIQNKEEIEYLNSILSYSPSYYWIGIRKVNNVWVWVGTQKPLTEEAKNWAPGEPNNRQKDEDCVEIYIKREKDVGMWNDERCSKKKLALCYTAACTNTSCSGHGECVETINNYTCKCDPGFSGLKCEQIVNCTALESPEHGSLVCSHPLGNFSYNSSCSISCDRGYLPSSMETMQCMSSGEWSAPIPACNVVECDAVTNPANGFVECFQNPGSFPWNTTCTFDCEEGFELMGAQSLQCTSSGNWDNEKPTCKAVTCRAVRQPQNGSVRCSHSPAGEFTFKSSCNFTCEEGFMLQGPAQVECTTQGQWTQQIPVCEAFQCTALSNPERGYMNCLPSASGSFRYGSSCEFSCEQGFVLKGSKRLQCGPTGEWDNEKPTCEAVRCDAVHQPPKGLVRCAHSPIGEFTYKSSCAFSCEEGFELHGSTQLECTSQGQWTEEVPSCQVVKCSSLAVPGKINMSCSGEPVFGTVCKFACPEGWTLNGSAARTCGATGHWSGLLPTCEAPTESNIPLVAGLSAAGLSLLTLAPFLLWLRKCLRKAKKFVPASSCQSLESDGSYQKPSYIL
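Assay system: HUVEC, human umbilical vein endothelial cells / Amount: 3,000 HUVEC/well / Controls: TNF-alpha positive control, DMSO neutral control / Compound dosing: single concentration / Medium: EGM-2 over gelatin coat / Evaluation: percent E-selectin-positive cells / Signal: immunofluorescence imaging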
* marks the source's active call; other numbers are inactive results; ? = inconclusive; / = not tested or not shown; & = joins results of further samples; [ ] = remark or other dose. No enrichment for hits; about 1.4% have a hit in one of these screens.

entry	Structure	E-selectin induc	Cneo AK release	ERAP1 inh	PglD DTNB	RAD52 anneal inh	miR-122 sensor	RAD54 inh	PGC1a acetyl inh
1	CC(C)c1ccc(NC2CCCN(C(=O)c3cnc4ccccn4c3=O)C2)cc1 (configuration not stated)	/	-1	2	-5	-5	-1	-9	5
2	COC(=O)Nc1ccc(SCC(=O)c2cccc([N+](=O)[O-])c2)cc1	0.0	-3	6	-1	-8	-1	-7	-2
3	COc1ccc(CN(C)C[C@H]2Oc3ccc(NC(=O)Cc4ccccc4)cc3C(=O)N([C@@H](C)CO)C[C@H]2C)cc1	1.1	1	1	10	6	2[16.7 µM]	-10	1
4	C[C@@H]1CN([C@@H](C)CO)C(=O)CCCn2cc(nn2)CO[C@H]1CN(C)C(=O)Cc1ccccc1	-0.1&0.0	5	-1&1	-1	8&-3	-4&-4[16.7 µM]	-7	?
5	COCC(=O)N1C[C@@H](C)[C@H](OC)CN(C)C(=O)c2ccc(NC(=O)c3ccc(F)cc3)cc2OC[C@@H]1C	-0.2	-4	1	0	-7	-3[16.7 µM]	-8	-6
6	COc1ccc(C(=O)COc2ccc3ccc(=O)oc3c2)c(OC)c1	0.1	-1	0	-1	-11	/	-1	0
7	Cc1cc(C)n(C(=O)c2ccc(C)c(Br)c2)n1	/	2	0	1	-10	-8	0	4
8	COc1cccc(C2N(c3ccc(Cl)c(Cl)c3)C(=O)C3CCCN32)c1OC (configuration not stated)	/	5	/	-3	/	-8	-3	/

Full records, quoted from the list:
COc1ccc(C(=O)COc2ccc3ccc(=O)oc3c2)c(OC)c1 is listed as E-selectin induc: 0.1; Cneo AK release: -1; ERAP1 inh: 0; PglD DTNB: -1; RAD52 anneal inh: -11; miR-122 sensor: /; RAD54 inh: -1; PGC1a acetyl inh: 0
COCC(=O)N1C[C@@H](C)[C@H](OC)CN(C)C(=O)c2ccc(NC(=O)c3ccc(F)cc3)cc2OC[C@@H]1C is listed as E-selectin induc: -0.2; Cneo AK release: -4; ERAP1 inh: 1; PglD DTNB: 0; RAD52 anneal inh: -7; miR-122 sensor: -3[16.7 µM]; RAD54 inh: -8; PGC1a acetyl inh: -6

Going on with the list.
entry	Structure	E-selectin induc	Cneo AK release	ERAP1 inh	PglD DTNB	RAD52 anneal inh	miR-122 sensor	RAD54 inh	PGC1a acetyl inh
9	O=C(NNC1CC(=O)N(c2ccc3c(c2)OCCO3)C1=O)c1ccccc1 (configuration not stated)	/	0	/	0	/	/	7	7
10	COc1ccccc1N(C)c1cc2c(c3c1ccn3C)C1CCC2O1 (configuration not stated)	/	3	-1	7	4	4	3	3
11	CN(CCOc1ccccc1)C(=O)c1cc(-c2ccco2)nc2ccccc12	-0.1	3	0	4	-25	-2	-12	0
12	COc1ccc(CN(C)C[C@H]2Oc3ccc(NS(=O)(=O)c4ccc(Cl)cc4)cc3CC(=O)N([C@H](C)CO)C[C@@H]2C)cc1	0.0	/	-1	/	11	/	/	-8
13	C[C@H]1CCCCO[C@@H](CN(C)C(=O)Cc2ccccc2)[C@@H](C)CN([C@@H](C)CO)C(=O)c2cc(NS(C)(=O)=O)ccc2O1	21	-4	0	1	0	-4[16.7 µM]	6	-1
14	CC1C=NC(S(=O)(=O)N2CC[C@@H]3[C@H](CO)N(C)c4ccc(-c5cccc(F)c5)cc4[C@@H]32)=N1 (some centres not stated)	0.1	-5	3	-3	5	2[16.7 µM]	-8	-3
15	CC(C)N(C(=O)CSc1nnc(-c2ccc3c(c2)OCO3)n1C)C(C)C	3.8	/	0	/	-6	/	/	-8
16	C[C@@H]1CN([C@@H](C)CO)C(=O)c2cccc(NC(=O)C3CC3)c2O[C@@H]1CN(C)S(=O)(=O)c1cccs1	0.2	-3	0	-1	0	-3[16.7 µM]	-3	1
17	COc1ccc2cc([C@H](C)C(=O)OCc3cn(CC(=O)c4ccc(O)cc4)nn3)ccc2c1	0.0	0	11	4	0	-1	1	/
18	CCOc1ccc(/C=N/Nc2ccc(Cl)nn2)c(O)c1	/	0	-1	-5	-10	-1	4	-1
19	Cc1ccc(S(=O)(=O)N(C)C[C@@H]2OCCCC[C@@H](C)Oc3ccc(NS(=O)(=O)c4c(C)noc4C)cc3C(=O)N([C@@H](C)CO)C[C@@H]2C)cc1	/	0	-3	0	-43	3[16.7 µM]	-4	-9
20	CCOC(=O)c1cc(-c2ccccc2)nc2c1c(C)nn2-c1ccccn1	/	7	/	-4	/	20	-3	-25
21	COc1cc(/C=N/Nc2nc(Nc3ccc(C)cc3)nc(-n3nc(C)cc3C)n2)cc(OC)c1OC	/	-7	/	/	/	-47	-10	7
22	CCOc1ccc(-c2csc3nc[nH]c(=O)c23)cc1	/	-1	-2	0	-34	/	8	/
23	C[C@@H](NC(=O)C[C@H]1C[C@H]2c3cc(NC(=O)C4CCOCC4)ccc3O[C@H]2[C@H](CO)O1)c1ccccc1	-0.2	1	-3	1	9	1[16.7 µM]	2	3
24	OC(COc1ccc(Cl)cc1Cl)Cn1ccnc1 (configuration not stated)	0.5	-1	1	0	-19	7	-4	0

Exported with one line to a screen: part of the list above
22. CCOc1ccc(-c2csc3nc[nH]c(=O)c23)cc1
23. C[C@@H](NC(=O)C[C@H]1C[C@H]2c3cc(NC(=O)C4CCOCC4)ccc3O[C@H]2[C@H](CO)O1)c1ccccc1

| assay / entry | 22 | 23 |
| --- | --- | --- |
| E-selectin induc | / | -0.2 |
| Cneo AK release | -1 | 1 |
| ERAP1 inh | -2 | -3 |
| PglD DTNB | 0 | 1 |
| RAD52 anneal inh | -34 | 9 |
| miR-122 sensor | / | 1[16.7 µM] |
| RAD54 inh | 8 | 2 |
| PGC1a acetyl inh | / | 3 |

Later entries:
entry	Structure	E-selectin induc	Cneo AK release	ERAP1 inh	PglD DTNB	RAD52 anneal inh	miR-122 sensor	RAD54 inh	PGC1a acetyl inh
25	COc1ccc(-c2ccc(C3[C@H]4CNC[C@@H]3N4C(=O)Nc3ccccc3F)cc2)cc1 (some centres not stated)	0.2&-0.6	/	-1&1	/	25&-61	/	/	7
26	Clc1nc(NCc2cccnc2)nc(N2CCOCC2)n1	/	0	/	1	/	5	1	-3
27	COc1ccc(OC)c(NC(=O)CC(Cc2ccccc2OC)C(=O)O)c1 (configuration not stated)	/	-1	/	5	/	7	-1	0
28	CCOc1ccc(C2/C(=C(\O)c3c(C)[nH]c(C(=O)OC)c3C)C(=O)C(=O)N2CCN(C)C)cc1 (configuration not stated)	/	4	-1	0	-9	6	-5	12
29	Cc1c(CN2CCC(C(=O)Nc3cccc(-c4cccc(Cl)c4)c3)CC2)cnn1C	/	0	0	6	5	/	3	/
30	COc1ccc(NC(=O)c2sc3cc(C(F)(F)F)cnc3c2-c2cccs2)cc1	/	-1	/	-4	/	-3	2	-6
31	CO[C@@H]1CN(C)C(=O)c2ccc(NC(=O)NC(C)C)cc2OC[C@@H](C)NC[C@@H]1C	-0.1	-2	-1	-3	6	1[16.7 µM]	-9	/
32	Cc1ccnc(NC(=O)CNC(=O)c2ccccc2)c1	-0.2	-1	-1	-2	-5	-10	1	-1
33	Cc1cccc2cc(COC(=O)C(C)C)c(=O)[nH]c12	/	0	/	-5	/	3	7	2
34	COC(=O)c1c(C)n(-c2ccc(OC)cc2)c2ccc(O)cc12	/	2	/	-8	/	5	1	6
35	C[C@@H]1CN([C@H](C)CO)C(=O)c2cc(NS(C)(=O)=O)ccc2O[C@@H](C)CCCCO[C@H]1CN(C)C(=O)Nc1ccc(C(F)(F)F)cc1	0.0	-1	1	-1	25	5[16.7 µM]	-7	0
36	Cc1cc(C)n(/N=C/c2ccccc2O)c(=O)c1	/	0	-2	3	0	-5	3	2
37	CN(C)c1ccc2c(c1)[C@H]1C[C@H](CC(=O)NCC3CC3)O[C@@H](CO)[C@H]1O2	-0.3	17	-1	0	-149	-3[16.7 µM]	-13	6
38	CN1CCC(NC(=O)CCc2ccccc2)CC1	-0.1	0	-1	4	-6	1	-6	8
39	O=S(=O)(N1CCCCCC1)N1CCNCC1	/	1	0	-4	1	5	-2	-1
40	Cc1ccc2nsnc2c1S(=O)(=O)N1CCN(CCc2ccccc2)CC1	/	-3	/	-7	/	-17	0	/

Part of the list above, showing only PGC1a acetyl inh:
item	structure	PGC1a acetyl inh
34	COC(=O)c1c(C)n(-c2ccc(OC)cc2)c2ccc(O)cc12	6
35	C[C@@H]1CN([C@H](C)CO)C(=O)c2cc(NS(C)(=O)=O)ccc2O[C@@H](C)CCCCO[C@H]1CN(C)C(=O)Nc1ccc(C(F)(F)F)cc1	0

Carrying on:
entry	Structure	E-selectin induc	Cneo AK release	ERAP1 inh	PglD DTNB	RAD52 anneal inh	miR-122 sensor	RAD54 inh	PGC1a acetyl inh
41	COc1ccc(S(=O)(=O)N(C)C[C@@H]2Oc3c(NS(=O)(=O)c4c(C)noc4C)cccc3C(=O)N([C@H](C)CO)C[C@@H]2C)cc1	-0.3	0	0	6	-24	7[16.7 µM]	0	7
42	C[C@H](CO)N1C[C@H](C)[C@H](CN(C)Cc2ccc3c(c2)OCO3)Oc2ccc(NC(=O)NC3CCCCC3)cc2CC1=O	1.8	-2	0	-3	-2	0[16.7 µM]	10	-7
43	Cc1cnc(C(=O)OCC(=O)NC(C)C)cn1	/	-1	/	-1	/	-5	-2	-5
44	Cc1ccc(-n2c(C)cc(/C=N/NC(=O)c3ccncc3)c2C)cc1	/	0	/	0	/	-4	6	-8
45	COc1cccc(N2C(=O)CC(NNC(=O)c3cccs3)C2=O)c1 (configuration not stated)	0.8	8	1	7	-4	0	-7	-9
46	C[C@@H]1CN([C@@H](C)CO)C(=O)c2cc(NC(=O)C3CCCCC3)ccc2O[C@@H]1CN(C)Cc1ccc2c(c1)OCO2	-0.2	23	-1	0	0	14[16.7 µM]	6	/
47	CC1Sc2ccc(S(=O)(=O)CCC(=O)NC3CCCCC3C)cc2NC1=O (configuration not stated)	/	0	6	-2	-12	/	5	3
48	CC(=O)N1N=C(c2ccc(C)cc2)CC1c1ccc2c(c1)OCO2 (configuration not stated)	-0.2	/	2	/	-7	/	/	-8
49	COc1ccccc1S(=O)(=O)N[C@H]1CC[C@@H](CCn2cc(C3CCCC3)nn2)O[C@H]1CO	-0.1	/	4	/	-7	/	/	-3
50	C[C@@H]1CCCCO[C@H](CN(C)Cc2ccccc2)[C@@H](C)CN([C@H](C)CO)C(=O)c2cc(NC(=O)Nc3ccc(C(F)(F)F)cc3)ccc2O1	0.6	-17	-1	1	3	-1[16.7 µM]	4	7
51	CCC/C=C(\CCC)C(NC(=O)OCC(C)C)c1ccc(C(=O)OC)cc1 (configuration not stated)	-0.6	-2	-2	4	-5	-7	2	-12
52	Cc1cc(N2C(=O)C(=O)/C(=C(/O)c3ccc(F)cc3)C2c2ccc(Cl)cc2)no1 (configuration not stated)	8.7	4	/	0	/	-3	10	1
